# Assay outcomes: PubChem, several laboratories
# OX1R antag-1 – OX1R (HCRTR1) antagonists, primary screen, fluorescence, CHO/OX1R cells, Fluo-8 calcium, orexin A; Orexin/Hypocretin receptor type 1 (Homo sapiens), O43613; inhibition, % at 5 µM; actives 0.43% (n = 330,000); AID 434989, 2010; Fluo-8 calcium fluorescence;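 active = inhibition above its plate's threshold, mean inhibition of all tested compounds on the plate plus 3 SD, cut at about 37% in these data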;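 note: 0% = orexin A challenge wells and 100% = SB-334867-A antagonist wells; not every result past the cut was called active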
# Target sequence (O43613 whole entry, looked up): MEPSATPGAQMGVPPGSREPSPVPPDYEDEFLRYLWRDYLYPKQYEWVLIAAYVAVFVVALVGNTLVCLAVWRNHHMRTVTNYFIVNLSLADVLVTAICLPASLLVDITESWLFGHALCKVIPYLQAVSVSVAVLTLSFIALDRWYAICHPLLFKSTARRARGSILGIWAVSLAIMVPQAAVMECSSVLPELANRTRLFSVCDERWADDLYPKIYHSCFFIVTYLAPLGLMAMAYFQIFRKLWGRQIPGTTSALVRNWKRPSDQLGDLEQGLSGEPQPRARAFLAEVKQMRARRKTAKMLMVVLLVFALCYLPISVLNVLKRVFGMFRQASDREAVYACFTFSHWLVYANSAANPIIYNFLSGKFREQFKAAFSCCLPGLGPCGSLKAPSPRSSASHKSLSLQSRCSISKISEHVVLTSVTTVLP
# CHT allo act – CHT positive allosteric modulators, primary screen, cell-based, membrane potential dye, choline EC20; AID 488977, 2010; B-score at 10 µM; CHT-expressing cells; hits give high values; LV-AA mutant CHT in HEK293 cells; High affinity choline transporter 1 (Homo sapiens), Q9GZV3; actives 0.49% (n = 310,000);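 active = initial fluorescence not abnormally high and integrated response B-score, plate-corrected, over 3 SD above library mean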
# Target sequence (Q9GZV3 whole entry, looked up): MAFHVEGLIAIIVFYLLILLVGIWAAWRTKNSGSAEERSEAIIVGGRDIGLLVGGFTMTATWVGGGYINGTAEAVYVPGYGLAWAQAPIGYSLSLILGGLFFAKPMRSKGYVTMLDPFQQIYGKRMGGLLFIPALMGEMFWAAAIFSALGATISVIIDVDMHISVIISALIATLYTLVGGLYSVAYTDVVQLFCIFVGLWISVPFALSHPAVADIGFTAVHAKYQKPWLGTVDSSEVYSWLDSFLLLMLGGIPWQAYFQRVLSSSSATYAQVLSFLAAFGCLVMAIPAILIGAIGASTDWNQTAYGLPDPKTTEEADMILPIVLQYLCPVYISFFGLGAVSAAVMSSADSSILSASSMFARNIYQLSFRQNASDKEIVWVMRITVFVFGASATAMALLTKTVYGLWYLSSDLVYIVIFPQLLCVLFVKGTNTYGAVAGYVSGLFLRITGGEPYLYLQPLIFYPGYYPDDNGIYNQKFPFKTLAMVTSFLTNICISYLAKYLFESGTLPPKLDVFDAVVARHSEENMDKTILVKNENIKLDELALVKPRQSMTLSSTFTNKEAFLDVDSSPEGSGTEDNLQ
# OX1R antag-2 – antagonists of human orexin 1 receptor (OX1R) | actives 1.8% (n = 330,000) | OX1R-expressing cells, FRET antagonist read-out | AID 485270, 2010 | inhibition, % at 6.6 µM | Orexin/Hypocretin receptor type 1 (Homo sapiens), O43613; in the data active = inhibition mostly above about 38%, no sharp cut-off; inactive = mostly below about 40%;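 note: 0% = agonist challenge alone and 100% = reference antagonist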
# Numbers without * were called inactive; i = inactive; x = no result given. The order is random; any-hit rate near 2.5%.
# Below each SMILES – OX1R antag-1 | CHT allo act | OX1R antag-2
CC(C)CC1NC2(C(=O)N(C)c3ccccc32)C2C(=O)N(C(C)C)C(=O)C12 (stereo unspecified)
  -28 | i | 8
COn1c2c(c3c4no[n+]([O-])c4ccc31)CCCC2
  -20 | i | 31
COc1ccc(C(=O)O/N=C/c2c(C(F)(F)F)nn(C)c2SCc2ccccc2Cl)cc1
  -19 | i | 19
O=C(Nc1ccc(F)cc1F)C1CCN(c2ncnc3c2sc2cccc(F)c23)CC1
  -12 | i | 46*
O=C1/C(=C/c2cccnc2)SC(=NCc2ccccc2)N1Cc1ccccc1
  -38 | i | 12
C[C@@H]1OC(Nc2ccc(N=Nc3ccccc3)cc2)[C@H](O)[C@H](O)[C@H]1O (stereo partly specified)
  7 | i | 22
c1csc(-c2nc(N3CCCCC3)no2)c1
  -14 | i | 2
Cc1ccc(NC(=O)COC(=O)C2(c3ccc(Cl)cc3)CCCC2)cc1
  3 | i | 21
Cc1cc(C(C)(C)C)ccc1NC(=O)CC(C)(C)CC(=O)O
  -8 | i | 4
O=C(Nc1ccc2c(c1)CCCN2C(=O)c1ccccc1)c1ccccc1Br
  -24 | i | 25
CCOC(=O)c1cnn(CCOC(=O)Cc2cccs2)c1NC(=O)Cc1cccs1
  -21 | i | 9
O=C(Cc1c(F)cccc1Cl)Nc1cc(S(=O)(=O)N2CCOCC2)ccc1N1CCCC1
  -24 | x | 4
COCCNC(=O)c1cc2cc3ccc(OC)cc3nc2o1
  9 | i | 31
COc1cccc(NC(=O)CN(C)C(=O)c2cn(-c3ccccc3)nc2-c2cccnc2)c1
  -4 | x | 6
COc1cccc(N(CC(=O)NC2CCCCC2)C(=O)c2snc(C(N)=O)c2N)c1
  -29 | i | 1
CN(C)C(=S)NC(=O)C12CC3CC(C)(CC(C)(C3)C1)C2
  -21 | i | 9
COc1ccc(-c2cc(C(F)(F)F)c(C#N)c(SCC(=O)Nc3nc(C)co3)n2)cc1
  -3 | i | 7
C/C=C/COC(=O)C1=C(C)NC(=O)NC1c1ccc2c(c1)OCO2 (stereo unspecified)
  -16 | i | 5
O=C(CCS(=O)(=O)c1ccc(Cl)cc1)Oc1ccc2c(c1)OCO2
  -17 | i | 18
Cc1ccc(NC(=O)COc2coc(CN3CCc4ccccc4C3)cc2=O)c(C)c1
  -25 | i | 15
Nc1c(C(=O)C2CC2)sc2nc3c(cc12)CCC3
  -9 | i | 14
COCCC(=O)N1CCC(Oc2ccc(C(=O)N3C[C@H]4CC[C@H]3C4)cc2)CC1
  7 | i | 6
COc1cccc(NC(=O)CN(C)C(=O)c2cc(C3CC3)nn2-c2ccccc2)c1
  -7 | x | 14
CCCCCCn1c(-c2cccs2)n[nH]c1=S
  -12 | i | 14
COc1ccc(CC(=O)OC(C)C(=O)Nc2ccc(S(N)(=O)=O)cc2)cc1 (stereo unspecified)
  -5 | i | 5
Cc1ccc(NC(=S)Nc2ccc(C(C)C)cc2)cc1S(=O)(=O)N1CCCCCC1
  -22 | i | 27
Cc1cc(C)n(-c2ccc(Cl)c(C(=O)OCC(=O)N3CCCCC3C)n2)n1 (stereo unspecified)
  -27 | i | 32
O=C(N/N=C1/SCC(=O)N1Cc1ccco1)c1ccccc1F
  -16 | i | 21
CCCCN1CN(Cc2ccccc2)CNC1=S
  -6 | i | 2
N#CCC(=O)N/N=C\c1ccccc1OC/C=C/c1ccccc1
  -2 | i | 4
COc1ccccc1N1CCN(C(=O)CN(CCc2ccccc2)S(C)(=O)=O)CC1
  -24 | i | 36
Cc1ccc2nc(Nc3ccccc3)cc(C)c2c1
  -29 | i | 12
CCN(CC)CC#CCC(O)(c1ccccc1)C1CCCC1 (stereo unspecified)
  -1 | i | 1
Cc1nnc2ccc(-c3ccc(NC(=O)c4ccc(Cl)nc4)cc3)nn12
  -5 | i | 23
CCn1cc(CN2CCc3c([nH]c4ccccc34)C2c2cccc(O)c2)c(C)n1 (stereo unspecified)
  -32 | i | 7
CCCOC(=O)c1c(NC(=O)CCCn2nc([N+](=O)[O-])cc2C)sc(C(=O)OC)c1C
  -17 | i | -1
Cc1ccc(Cl)c(OCC(=O)Nc2ccccc2N2CCCCC2)c1
  -28 | i | 3
O=C(NCC(c1ccc(F)cc1)N1CCOCC1)c1ccco1 (stereo unspecified)
  -13 | i | 13
Cc1nc2c3cc(F)ccc3n(CCN3CCCCC3)c2s1
  -21 | i | 24
CSCCC(NC(=O)c1cccc(C)c1)C(=O)O (stereo unspecified)
  -25 | i | 7

# 4 entries from above, reformatted.
CCN(CC)CC#CCC(O)(c1ccccc1)C1CCCC1 (stereo unspecified)
  OX1R antag-1: -1; CHT allo act: i; OX1R antag-2: 1

Cc1nnc2ccc(-c3ccc(NC(=O)c4ccc(Cl)nc4)cc3)nn12
  OX1R antag-1: -5; CHT allo act: i; OX1R antag-2: 23

CCn1cc(CN2CCc3c([nH]c4ccccc34)C2c2cccc(O)c2)c(C)n1 (stereo unspecified)
  OX1R antag-1: -32; CHT allo act: i; OX1R antag-2: 7

CCCOC(=O)c1c(NC(=O)CCCn2nc([N+](=O)[O-])cc2C)sc(C(=O)OC)c1C
  OX1R antag-1: -17; CHT allo act: i; OX1R antag-2: -1

# More entries follow.
# Below each SMILES – OX1R antag-1 | CHT allo act | OX1R antag-2
CC(C)OCC(O)CN (stereo unspecified)
  -7 | i | 8
Cc1oc2cc3oc(=O)c(CC(=O)NCC(=O)N[C@@H](C(=O)O)c4ccccc4)c(C)c3cc2c1C
  5 | i | 6
CC1(C)Cc2c(cnn2-c2ccc(F)cc2)C(NC(=O)c2ccc(=O)oc2)C1 (stereo unspecified)
  -23 | i | 11
COc1ccc(-c2noc(CN(C)C3CCOCC3)n2)cc1
  -9 | i | 13
CCc1ccc(NS(=O)(=O)c2ccc3c(c2)CCN3C(=O)CCC(=O)O)cc1
  -20 | i | -1
CCc1cc(C(=O)N2CCc3c([nH]c4ccccc34)C2c2ccc(OC)cc2F)no1 (stereo unspecified)
  -32 | i | 6
COc1cc([N+](=O)[O-])ccc1NC(=O)CC(C)C
  -15 | i | 17
CCOc1[nH]n(-c2ccccc2)c(=O)c1C=Nc1ccc(Cl)cc1
  -28 | i | 10
CCCOn1nnnc1-c1ccccc1
  -7 | i | 26
N#Cc1ccccc1S(=O)(=O)N1CCN(CC(O)CN2CCOCC2)CC1 (stereo unspecified)
  0 | x | 0

# Continued; it opens with the five that closed the last part.
# Below each SMILES – OX1R antag-1 | CHT allo act | OX1R antag-2
CCc1cc(C(=O)N2CCc3c([nH]c4ccccc34)C2c2ccc(OC)cc2F)no1 (stereo unspecified)
  -32 | i | 6
COc1cc([N+](=O)[O-])ccc1NC(=O)CC(C)C
  -15 | i | 17
CCOc1[nH]n(-c2ccccc2)c(=O)c1C=Nc1ccc(Cl)cc1
  -28 | i | 10
CCCOn1nnnc1-c1ccccc1
  -7 | i | 26
N#Cc1ccccc1S(=O)(=O)N1CCN(CC(O)CN2CCOCC2)CC1 (stereo unspecified)
  0 | x | 0
COc1ccc(OC)c(C(=O)c2coc3ccc(OC(C)=O)cc23)c1
  -5 | i | 12
C=CCSc1nc(N)c2c(C)c(C)sc2n1
  -13 | i | 46*
CCOC(=O)C1=C(N)N(c2ccccc2Oc2ccccc2)C(=O)C1
  -21 | i | 11
O=C(Nc1ccc(F)cc1F)c1csc(-c2ccncc2)n1
  -18 | i | 13
COCCNC(=O)C(=O)NCCN1CCNCC1
  -5 | i | 7
CCOC(=O)c1c(-c2ccc(C)o2)csc1NC(=S)NC(=O)c1ccccc1Br
  -47 | i | -4
COc1ccc(NC(=O)COC(=O)c2cnccn2)cc1Cl
  2 | i | 13
CCOC(=O)N1CCC(n2c(SCC(=O)NCCc3ccc(S(N)(=O)=O)cc3)nc3ccccc3c2=O)CC1
  0 | 15* | 59
COc1ccc(Oc2cnn(-c3ccccc3)c(=O)c2Br)cc1
  1 | i | 12
CCOC(=O)C1(Cc2cccc(Cl)c2)CCCN(C(=O)CN2C(=O)CSC2=O)C1 (stereo unspecified)
  -24 | i | 12

# (continued)
Structure	OX1R antag-1	CHT allo act	OX1R antag-2
O=C(Nc1cccc(F)c1)C1CCCN1C(=O)OCc1ccccc1 (stereo unspecified)	-31	i	30
COc1ccc(-c2c(C)n([O-])c(C)c(C)[n+]2=O)cc1	-8	i	31
O=C(COC(=O)c1ccc(Cl)nc1)NCCNC(=O)COC(=O)c1ccc(Cl)nc1	-1	i	11
O=C(CSc1nnnn1-c1ccc2c(c1)OCO2)NCc1cccs1	-19	i	6
Cc1cc(C)cc(NC(=O)c2ccc3nc[nH]c3c2)c1	-2	i	27
COc1cccc(NC(=O)CSc2nc(=O)n(Cc3ccncc3)c3c2CCCC3)c1	-25	i	1
Cc1ccc(OCCNCc2ccccc2)c(C)c1	-10	i	9
CC(C)(C)OC(=O)N[C@H]1C=C[C@H](OC(=O)CC(=O)OCC(F)(F)F)C1	-2	x	12
CC(C)(C)NC(=O)C1CCC(CNc2c(N3CCCCC3)c(=O)c2=O)CC1 (stereo unspecified)	-5	i	2
O=C(NCCc1ccccc1)C1CCN(S(=O)(=O)c2ccc(Br)s2)CC1	-17	i	12
CCCCN(C(=O)CCn1c(=O)oc2ccccc21)c1ccccc1	-25	i	9
CCCCOc1ccc(C(=O)N2CCN(CC(=O)Nc3ccc(C)cc3)CC2)cc1OC	-25	i	43
O=c1cc(N2CCc3ccccc32)[nH]c(=O)n1-c1ccccc1	-4	i	10
O=C(COC(=O)c1ccc(Cl)c(S(=O)(=O)N2CCCCCC2)c1)Nc1ccccc1	-13	i	-6
COCCNC(=O)CN(c1ccc(F)cc1)S(=O)(=O)c1ccc2c(c1)OCCO2	5	i	10
Cc1ccc(-n2c(CCc3ccccc3)nnc2SCC(=O)NCc2ccccc2)cc1C	-18	i	10
C/C(=N\NC(=O)COc1ccc(C#N)cc1)c1ccccc1OC(F)F	-6	i	8
CN(C)S(=O)(=O)c1ccc(C(=O)Nc2ccc(F)cc2F)cc1	3	i	8
O=C(Nc1nccs1)c1cc2c(s1)-c1ccccc1OC2	-2	i	42
Cc1ccc(S(=O)(=O)N2CCCC(N3CCOCC3)C2)cc1Cl (stereo unspecified)	-14	i	10
COc1ccc(OC)c(NC(=O)c2ccc(CSc3ncccn3)cc2)c1	-22	i	28
Cc1ccn2c(=O)nc(SCC(=O)NCc3ccco3)nc2c1	-5	i	13
O=C(O)c1cccnc1Oc1ccccc1	-1	i	2
COc1ccc(OCC(=O)Nn2c(-c3cccc(OC)c3)nc3ccccc3c2=O)cc1	-20	i	5
CCn1c(CCNC(=O)c2ccc(Cl)c(Cl)c2)nnc1SCCOc1ccc(OC)cc1	-7	i	41*
O=S(=O)(NNc1ncc(C(F)(F)F)cc1Cl)c1ccccc1	-14	x	8
Cc1cc(OCC(=O)Nc2ccc3oc(-c4ccncc4)nc3c2)ccc1Cl	-13	i	9
O=C(NCc1ccccc1)C(c1cccnc1)N(C(=O)c1csnn1)c1ccc(F)cc1 (stereo unspecified)	-29	i	-1
Cc1ccc(-n2cc(CN(C)Cc3nccn3C)c(-c3ccc(F)cc3)n2)cc1	-38	i	13
CC(C)OC(=O)CSc1nnc(CNc2nc(-c3ccccc3)cs2)n1C	-30	i	20
COc1cc(-c2ccc3sc(-c4ccsc4)c(C#CCO)c3c2)cc(OC)c1OC	2	x	0
O=C(Nc1ccc(Br)cn1)c1cccc(-c2cc3ccccc3oc2=O)c1	-24	i	9
O=C(NCCc1ccncc1)C12CC3CC(CC(C3)C1)C2	-13	i	8
CC(=O)Nc1ccc(C(=O)OCC(=O)N(C)C2CCCCC2)cc1	-18	i	8
CCCN1CCN(CCCNC(=O)C(CC)n2nc(C)n3c(cc4occc43)c2=O)CC1 (stereo unspecified)	-5	i	12
COc1ccccc1C(=O)Nc1nc2ccccc2s1	-11	i	35
O=C(c1ccccc1Oc1ccc(C(F)(F)F)cc1[N+](=O)[O-])N1CCOCC1	-9	i	6
N#Cc1cc2c(nc1SCC(O)CS(=O)(=O)Cc1ccccc1)CCCC2 (stereo unspecified)	-22	i	11
C=CCC[C@@H](Cc1ccc(F)cc1)C(=O)OC[C@H](Cc1c[nH]c2ccccc12)NC(=O)[C@H](CC=C)CC(=O)NCCO	22	x	18
COc1ccc(NC(=O)Cn2nnc(-c3ccccc3F)n2)cc1Cl	-9	i	13
Cc1cc(-c2ccco2)n2c(nc3ccccc32)c1C#N	-20	i	34
N#CCSc1nc(Nc2ccc3c(c2)OCO3)c2ccccc2n1	-16	i	30
C#CCOCCOCCOCCNc1nc(N2CCN(C(=O)CCCCCCCCCCNC(=O)[C@H]([C@@H](C)CC)n3cc(CCCCCN)nn3)CC2)nc(N2CCN(C(=O)CCCCCCCCCCNC(=O)[C@H]([C@@H](C)CC)n3cc(CCCCN=C(N)N)nn3)CC2)n1	-6	i	13
Cc1cc(Cl)ccc1OCC(=O)Nc1ccccc1NS(=O)(=O)c1cccs1	-8	i	41*
O=C(NN=C1CCCCCCCCCCC1)c1ccncc1	-13	i	11
Cc1ccc(S(=O)(=O)N2CCN(C)CC2c2ccccc2)cc1 (stereo unspecified)	6	x	6
